Screening results deposited in PubChem BioAssay by Broad Institute.
TcdB GH inh: blocks C. difficile toxin B glycohydrolase activity; P18177; TcdB glycohydrolase enzymatic assay, plate reader; inhibition, % at 9.99 µM; actives 0.24% (n = 350,000); AID 652162; in the data active = inhibition above about 10%
Target sequence (P18177 whole entry, looked up): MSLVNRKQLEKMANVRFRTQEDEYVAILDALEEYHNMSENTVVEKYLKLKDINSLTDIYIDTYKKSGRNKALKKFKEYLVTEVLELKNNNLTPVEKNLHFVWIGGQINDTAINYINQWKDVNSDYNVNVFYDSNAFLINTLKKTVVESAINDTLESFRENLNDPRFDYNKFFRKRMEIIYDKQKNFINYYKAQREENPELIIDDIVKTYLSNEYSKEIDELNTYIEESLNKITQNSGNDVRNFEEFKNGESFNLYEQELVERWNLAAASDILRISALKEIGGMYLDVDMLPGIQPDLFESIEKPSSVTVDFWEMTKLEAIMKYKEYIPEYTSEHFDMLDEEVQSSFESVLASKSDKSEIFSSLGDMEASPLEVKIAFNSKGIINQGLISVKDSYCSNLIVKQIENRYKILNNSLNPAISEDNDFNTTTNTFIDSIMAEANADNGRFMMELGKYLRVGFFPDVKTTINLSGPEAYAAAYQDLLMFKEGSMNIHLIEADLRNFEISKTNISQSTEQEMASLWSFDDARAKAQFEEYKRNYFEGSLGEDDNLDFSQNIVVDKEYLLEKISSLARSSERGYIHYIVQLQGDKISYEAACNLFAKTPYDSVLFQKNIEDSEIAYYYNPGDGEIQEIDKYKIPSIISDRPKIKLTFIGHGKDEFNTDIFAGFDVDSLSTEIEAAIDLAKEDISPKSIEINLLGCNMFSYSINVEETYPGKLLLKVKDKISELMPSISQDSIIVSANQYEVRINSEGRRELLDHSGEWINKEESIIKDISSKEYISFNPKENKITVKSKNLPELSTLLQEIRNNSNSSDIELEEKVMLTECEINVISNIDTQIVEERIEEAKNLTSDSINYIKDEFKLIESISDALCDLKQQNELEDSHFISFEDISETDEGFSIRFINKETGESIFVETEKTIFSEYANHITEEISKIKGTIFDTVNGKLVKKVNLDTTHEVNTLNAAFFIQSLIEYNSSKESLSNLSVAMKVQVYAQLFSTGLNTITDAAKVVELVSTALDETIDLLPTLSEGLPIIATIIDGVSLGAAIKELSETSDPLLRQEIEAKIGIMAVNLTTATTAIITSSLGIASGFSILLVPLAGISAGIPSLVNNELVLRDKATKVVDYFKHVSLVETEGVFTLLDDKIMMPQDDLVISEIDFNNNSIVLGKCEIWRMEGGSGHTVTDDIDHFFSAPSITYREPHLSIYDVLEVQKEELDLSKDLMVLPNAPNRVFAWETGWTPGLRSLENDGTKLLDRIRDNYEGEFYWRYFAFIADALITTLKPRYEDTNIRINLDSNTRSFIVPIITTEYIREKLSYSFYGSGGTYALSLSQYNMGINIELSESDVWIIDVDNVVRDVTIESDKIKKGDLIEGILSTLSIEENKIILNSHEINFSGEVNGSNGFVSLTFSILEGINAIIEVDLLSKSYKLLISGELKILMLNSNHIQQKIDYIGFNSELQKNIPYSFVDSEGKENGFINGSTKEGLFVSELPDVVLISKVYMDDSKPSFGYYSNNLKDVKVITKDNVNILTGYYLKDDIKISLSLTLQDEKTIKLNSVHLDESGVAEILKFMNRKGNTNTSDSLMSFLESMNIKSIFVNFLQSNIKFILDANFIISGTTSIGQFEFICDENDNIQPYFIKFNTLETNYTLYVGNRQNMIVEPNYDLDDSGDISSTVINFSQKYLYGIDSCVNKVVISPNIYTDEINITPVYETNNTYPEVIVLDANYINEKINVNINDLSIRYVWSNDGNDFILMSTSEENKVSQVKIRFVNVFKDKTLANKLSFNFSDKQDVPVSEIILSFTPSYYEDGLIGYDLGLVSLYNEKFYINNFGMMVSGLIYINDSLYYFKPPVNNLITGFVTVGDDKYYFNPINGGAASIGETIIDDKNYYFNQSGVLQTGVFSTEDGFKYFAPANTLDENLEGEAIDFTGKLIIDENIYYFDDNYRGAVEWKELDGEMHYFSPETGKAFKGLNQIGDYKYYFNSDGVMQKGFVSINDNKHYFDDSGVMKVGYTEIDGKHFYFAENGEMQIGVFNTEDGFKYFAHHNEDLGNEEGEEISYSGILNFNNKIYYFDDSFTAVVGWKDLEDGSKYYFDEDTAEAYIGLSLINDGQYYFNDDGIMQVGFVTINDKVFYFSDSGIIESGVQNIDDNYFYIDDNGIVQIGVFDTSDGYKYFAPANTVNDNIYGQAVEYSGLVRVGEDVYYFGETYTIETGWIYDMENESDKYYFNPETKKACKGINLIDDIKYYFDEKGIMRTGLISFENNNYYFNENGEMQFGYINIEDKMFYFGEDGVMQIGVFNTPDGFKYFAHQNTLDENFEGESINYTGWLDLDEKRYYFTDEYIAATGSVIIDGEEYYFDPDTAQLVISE
Numbers without * were called inactive. Some of the compounds tested. The share of hits here may be higher or lower than overall.

Molecule	TcdB GH inh
C[C@@H]1CCCCO[C@@H](CN(C)C(=O)Nc2ccc3c(c2)OCO3)[C@@H](C)CN([C@H](C)CO)C(=O)c2cc(NS(=O)(=O)c3cn(C)cn3)ccc2O1	-9.1
Cc1ccc(S(=O)(=O)N[C@H]2CC[C@@H](CCNC(=O)Cc3ccccn3)O[C@@H]2CO)cc1	1.6
O=C1CN(S(=O)(=O)Cc2ccccc2)C[C@@H]2[C@H](c3ccc(C#Cc4ccc(F)cc4)cc3)[C@H](CO)N12	0.9
OC[C@@H]1[C@H](c2ccc(C#CC3(O)CCCC3)cc2)[C@H]2CN(Cc3ccncc3)CCCCN12	0.1
COCC(=O)N1[C@H](CO)[C@H](c2ccccc2)[C@H]1CNC(=O)c1ccccn1	0.3
C[C@H]1CN([C@@H](C)CO)C(=O)c2cccc(NC(=O)c3cnccn3)c2O[C@@H]1CN(C)S(C)(=O)=O	0.0
Cc1noc(C)c1S(=O)(=O)Nc1ccc2c(c1)C(=O)N([C@H](C)CO)C[C@H](C)[C@@H](CN(C)Cc1ccc3c(c1)OCO3)OCCCC[C@H](C)O2	0.6
C[C@@H]1CN([C@H](C)CO)C(=O)c2cc(NC(=O)c3ccncc3)ccc2O[C@@H](C)CCCCO[C@H]1CN(C)S(=O)(=O)c1ccccc1	1.5
C[C@@H]1CN([C@H](C)CO)C(=O)c2cc(-c3ccncc3)cnc2O[C@H]1CN(C)Cc1ccc(F)cc1	0.1
N#Cc1ccc(-c2ccc3c(c2)[C@@H]2[C@@H](CCN2C(=O)C2CCCCC2)[C@H](CO)N3)cc1	1.2

Molecules above that contain four or more nitrogen atoms (5):
Molecule	TcdB GH inh
C[C@@H]1CCCCO[C@@H](CN(C)C(=O)Nc2ccc3c(c2)OCO3)[C@@H](C)CN([C@H](C)CO)C(=O)c2cc(NS(=O)(=O)c3cn(C)cn3)ccc2O1	-9.1
C[C@H]1CN([C@@H](C)CO)C(=O)c2cccc(NC(=O)c3cnccn3)c2O[C@@H]1CN(C)S(C)(=O)=O	0.0
Cc1noc(C)c1S(=O)(=O)Nc1ccc2c(c1)C(=O)N([C@H](C)CO)C[C@H](C)[C@@H](CN(C)Cc1ccc3c(c1)OCO3)OCCCC[C@H](C)O2	0.6
C[C@@H]1CN([C@H](C)CO)C(=O)c2cc(NC(=O)c3ccncc3)ccc2O[C@@H](C)CCCCO[C@H]1CN(C)S(=O)(=O)c1ccccc1	1.5
C[C@@H]1CN([C@H](C)CO)C(=O)c2cc(-c3ccncc3)cnc2O[C@H]1CN(C)Cc1ccc(F)cc1	0.1

Later entries:
Molecule	TcdB GH inh
CN(C)CC(=O)N[C@H]1CC[C@@H](CC(=O)NCCN2CCCCC2)O[C@@H]1CO	-4.1
COc1ccc(S(=O)(=O)N(C)C[C@H]2Oc3ccc(NC(=O)Nc4ccccc4)cc3C(=O)N([C@H](C)CO)C[C@H]2C)cc1	0.8
C[C@@H]1CCCCO[C@H](CN(C)Cc2ccc3c(c2)OCO3)[C@@H](C)CN([C@H](C)CO)C(=O)c2cc(NC(=O)CCC(F)(F)F)ccc2O1	-1.4
CC(C)CC#Cc1cnc2c(c1)C(=O)N([C@@H](C)CO)C[C@@H](C)[C@H](CN(C)C(=O)Cc1ccccc1)O2	0.9
COc1ccc2c3c([nH]c2c1)[C@@H](CO)N(C(C)=O)CC31CCN(C(=O)Nc2ccc(F)cc2)CC1	-0.1
C[C@@H]1CN([C@H](C)CO)C(=O)c2c(c3ccccc3n2C)-c2ccccc2CO[C@H]1CN(C)C(=O)c1ccccc1	0.8
CCC(=O)Nc1ccc2c(c1)OC[C@H](C)N(C(=O)c1ccncc1)C[C@H](C)[C@H](OC)CN(C)C2=O	0.8
COCCNC(=O)C[C@@H]1C[C@@H]2c3cc(NC(=O)NC4CCCC4)ccc3O[C@@H]2[C@H](CO)O1	-0.7
CCNC(=O)Nc1ccc2c(c1)C(=O)N(C)[C@H]1CC[C@@H](CC(=O)Nc3ccccc3)O[C@H]1CO2	0.8
O=C(NC[C@@H]1[C@H](c2ccccc2)[C@@H](CO)N1C(=O)Cc1ccncc1)C1CCC1	-1.6
O=C(c1cnccn1)N1CC(=O)N2[C@H](C1)[C@@H](c1ccc(/C=C/c3ccccc3)cc1)[C@@H]2CO	0.6
CCNC(=O)C[C@@H]1CC[C@H]2[C@@H](COc3ccc(NC(=O)c4cccs4)cc3C(=O)N2C)O1	-0.1
COc1ccc(NC(=O)N(C)C[C@H]2OCCCC[C@@H](C)Oc3ccc(NC(=O)Nc4c(C)noc4C)cc3C(=O)N([C@H](C)CO)C[C@@H]2C)cc1	-0.2
CN1C(=O)c2cc(NC(=O)C3CCOCC3)ccc2OC[C@H]2O[C@H](CC(=O)NCc3ccccc3F)CC[C@@H]21	-0.5
Cc1ccc(S(=O)(=O)N(C)C[C@@H]2Oc3ccc(NC(=O)c4ccncc4)cc3CC(=O)N([C@@H](C)CO)C[C@H]2C)cc1	1.3
C[C@H](CO)N1C[C@H](C)[C@@H](CN(C)Cc2ccc(C(=O)O)cc2)Oc2ncc(C#CCN(C)C)cc2C1=O	-17.7
COc1ccc(NC(=O)N2CC(=O)N3[C@H](CO)[C@@H](c4ccc(C#CCC5CCCC5)cc4)[C@@H]3C2)cc1	1.0
C[C@@H]1CN([C@@H](C)CO)C(=O)c2cc(NC(=O)Cn3cnnn3)ccc2O[C@H]1CN(C)C	0.9
C[C@@H]1CCCCO[C@@H](CN(C)C(=O)CCCN(C)C)[C@@H](C)CN([C@H](C)CO)C(=O)c2cc(NS(C)(=O)=O)ccc2O1	-0.3
COc1ccc(S(=O)(=O)Nc2cccc3c2O[C@H](CN(C)C)[C@H](C)CN([C@H](C)CO)C3=O)cc1	0.1
C[C@H](CO)N1C[C@H](C)[C@H](CN(C)Cc2ccccc2)OCCCC[C@H](C)Oc2ccc(NS(=O)(=O)c3ccc(F)cc3)cc2C1=O	-9.0
Cc1noc(C)c1NC(=O)N(C)C[C@@H]1Oc2ncc(C#CCN(C)C)cc2C(=O)N([C@@H](C)CO)C[C@@H]1C	0.0
Cc1ccc(S(=O)(=O)N(C)C[C@@H]2Oc3c(NC(=O)Nc4ccc5c(c4)OCO5)cccc3C(=O)N([C@H](C)CO)C[C@@H]2C)cc1	-1.0
CC(C)NC(=O)Nc1ccc2c(c1)CC(=O)N([C@@H](C)CO)C[C@H](C)[C@@H](CN(C)S(=O)(=O)c1cccs1)O2	-3.4
CS(=O)(=O)N1CC(=O)N2[C@H](CO)[C@@H](c3ccc(C#CCc4ccccc4)cc3)[C@@H]2C1	0.4
CCCC(=O)Nc1ccc2c(c1)C(=O)N(C)C[C@@H](OC)[C@H](C)CN(C(=O)c1ccccc1F)[C@H](C)CO2	0.3
CN(C)C(=O)c1ccc(-c2ccc3c(c2)[C@H]2[C@H](CCN2Cc2ccc4c(c2)OCO4)[C@H](CO)N3)cc1	-5.8
CCS(=O)(=O)Nc1ccc2c(c1)C(=O)N(C)C[C@H](OC)[C@@H](C)CN(C(=O)C1CC1)[C@@H](C)CO2	-0.7
COc1ccccc1C#Cc1ccc([C@H]2[C@@H](CO)N3CCCCN(CCC(F)(F)F)C[C@H]23)cc1	1.0
O=C(C[C@H]1C[C@@H]2c3cc(NS(=O)(=O)c4ccccc4)ccc3O[C@@H]2[C@@H](CO)O1)N1CCOCC1	0.2
CO[C@H](CN(C)Cc1ccc2c(c1)OCO2)[C@H](C)CN(C(=O)Nc1ccc(F)cc1)[C@H](C)CO	-0.5
O=S(=O)(c1ccccc1F)N1CCCCN2[C@H](CO)[C@H](c3ccc(-c4ccncc4)cc3)[C@@H]2C1	-1.3
COc1ccc2c3c([nH]c2c1)[C@H](CO)N(C(=O)c1cccnc1)CC31CCN(C(=O)Nc2cccc(F)c2)CC1	0.9
COc1ccc(NC(=O)N(C)C[C@@H]2Oc3ccc(NC(=O)Cn4cnnn4)cc3C(=O)N([C@@H](C)CO)C[C@H]2C)cc1	0.9
O=C(Nc1cccc(F)c1)N1CC(=O)N2[C@H](C1)[C@@H](c1ccc(C#CC3CC3)cc1)[C@@H]2CO	2.3
C[C@H]1CN([C@@H](C)CO)C(=O)c2ccccc2-c2ccccc2CO[C@H]1CN(C)C(=O)Nc1cccc(Cl)c1Cl	0.9
C[C@@H]1CN([C@H](C)CO)C(=O)c2cccc(NS(=O)(=O)c3cn(C)cn3)c2O[C@H]1CN(C)C(=O)Nc1ccccc1	0.7
O=C(c1ccc(F)cc1)N1CC(=O)N2[C@H](CO)[C@@H](c3ccc(/C=C/c4ccccc4)cc3)[C@H]2C1	0.2
N#C[C@@H]1[C@@H](c2ccc(C#CC3CCCCC3)cc2)[C@@H](CO)N1C(=O)Cc1ccccn1	0.8
COCC(=O)N1[C@H](C#N)[C@@H](c2ccccc2-c2ccccc2F)[C@@H]1CO	0.2
CCCC#Cc1ccc2c(c1)O[C@@H](CN(C)CCC)[C@@H](C)CN([C@H](C)CO)S2(=O)=O	-0.7
COc1ccccc1NC(=O)N1C[C@@H](O)COC[C@H]2O[C@@H](CC(=O)NCCc3ccncc3)CC[C@@H]21	-0.2
Cc1noc(C)c1NC(=O)N(C)C[C@H]1Oc2c(NS(=O)(=O)c3cn(C)cn3)cccc2C(=O)N([C@@H](C)CO)C[C@@H]1C	-1.9
CCCC#Cc1ccc2c(c1)[C@@H]1[C@@H](CCN1S(=O)(=O)c1ccc(F)cc1)[C@@H](CO)N2C	-0.8
COc1ccc2c3c([nH]c2c1)[C@H](CO)N(C(=O)C1CCCC1)CC31CCN(C(=O)NC(C)C)CC1	0.9
C/C=C/c1ccc2c(c1)O[C@H](CN(C)Cc1ccccc1)[C@@H](C)CN([C@@H](C)CO)S2(=O)=O	0.3
O=C(C[C@H]1CC[C@H]2NC[C@@H](O)COC[C@@H]2O1)NCCN1CCCC1	0.3
C=CCNC(=O)[C@@H]1[C@H]2C(=O)O[C@H](c3ccccc3)[C@H](c3ccccc3)N2[C@H](c2ccccc2OCCO)[C@@]12C(=O)Nc1ccc(C#CCNC(N)=O)cc12	0.7
O=C(C[C@@H]1C=C[C@H](NC(=O)CCN2CCCCC2)[C@H](CO)O1)Nc1ccccc1	-0.2
C[C@H]1CN([C@@H](C)CO)C(=O)c2cc(N(C)C)ccc2O[C@H]1CN(C)C	-9.5

Continuation.
Molecule	TcdB GH inh
C[C@@H]1CN([C@@H](C)CO)C(=O)c2cccc(NS(=O)(=O)c3cccs3)c2O[C@H]1CN(C)Cc1ccc(-c2ccccc2)cc1	-2.4
C[C@@H]1CN([C@@H](C)CO)C(=O)c2cc(C3=CCCC3)cnc2O[C@@H]1CN(C)Cc1cccc(F)c1	-0.3
COCc1cn(CC[C@H]2CC[C@H](NC(=O)c3ccncc3)[C@H](CO)O2)nn1	-1.6
CCC(=O)Nc1ccc2c(c1)C(=O)N(C)[C@@H]1CC[C@@H](CC(=O)N[C@@H](C)c3ccccc3)O[C@H]1CO2	0.4
COc1ccc(NC(=O)N2CCCCN3[C@H](CO)[C@@H](c4ccc(-c5ccccc5C)cc4)[C@H]3C2)cc1	0.6
Cc1noc(C)c1NC(=O)N(C)C[C@H]1Oc2ccc(NC(=O)Nc3ccccc3)cc2C(=O)N([C@H](C)CO)C[C@H]1C	0.2
CC(C)NC(=O)N(C)C[C@@H]1Oc2ccc(NC(=O)CCCN(C)C)cc2C(=O)N([C@@H](C)CO)C[C@H]1C	0.3
O=C(Cc1ccccc1)N1CCCCN2[C@H](C1)[C@@H](c1ccc(-c3ccccc3)cc1)[C@@H]2CO	-0.2
C[C@@H]1CN([C@@H](C)CO)C(=O)c2cc(C#CC3CCCC3)cnc2O[C@@H]1CN(C)C(=O)C1CCC1	0.1
COc1ccc(CN(C)C[C@H]2OCCCC[C@H](C)Oc3ccc(NC(=O)Nc4ccc5c(c4)OCO5)cc3C(=O)N([C@@H](C)CO)C[C@H]2C)cc1	0.0

Arranged by formula weight (largest number first): part of the list above
Molecule	TcdB GH inh
COc1ccc(CN(C)C[C@H]2OCCCC[C@H](C)Oc3ccc(NC(=O)Nc4ccc5c(c4)OCO5)cc3C(=O)N([C@@H](C)CO)C[C@H]2C)cc1	0.0
C[C@@H]1CN([C@@H](C)CO)C(=O)c2cccc(NS(=O)(=O)c3cccs3)c2O[C@H]1CN(C)Cc1ccc(-c2ccccc2)cc1	-2.4
COCc1cn(CC[C@H]2CC[C@H](NC(=O)c3ccncc3)[C@H](CO)O2)nn1	-1.6

Following part
Molecule	TcdB GH inh
C[C@H](CO)N1C[C@H](C)[C@@H](CN(C)C(=O)Nc2ccc3c(c2)OCO3)OCCCC[C@H](C)Oc2ccc(N(C)C)cc2C1=O	-29.2
C[C@H](CO)N1C[C@H](C)[C@H](CN(C)C(=O)C2CCOCC2)Oc2ncc(C#Cc3ccccc3F)cc2C1=O	0.6
COc1ccccc1CNC(=O)C[C@@H]1C[C@@H]2c3cc(NC(=O)CN(C)C)ccc3O[C@@H]2[C@@H](CO)O1	0.6
C[C@@H]1CN([C@@H](C)CO)C(=O)Cc2cc(NS(=O)(=O)c3ccc(Cl)cc3)ccc2O[C@H]1CN(C)C(=O)Nc1ccc(C(F)(F)F)cc1	-1.9
CCCC#Cc1ccc2c(c1)O[C@@H](CN(C)C(=O)C1CCC1)[C@@H](C)CN([C@@H](C)CO)S2(=O)=O	1.7
COc1cccc(NC(=O)N[C@@H]2C=C[C@@H](CC(=O)N3CCOCC3)O[C@H]2CO)c1	-0.1
C[C@@H]1CN([C@@H](C)CO)C(=O)Cc2cc(NS(=O)(=O)c3ccc(Cl)cc3)ccc2O[C@@H]1CN(C)C	-0.6
Cc1noc(C)c1NC(=O)Nc1ccc2c(c1)C(=O)N([C@H](C)CO)C[C@H](C)[C@@H](CN(C)Cc1ccccc1)O2	-0.8
C[C@@H]1CCCCO[C@H](CN(C)Cc2ccc(C(F)(F)F)cc2)[C@H](C)CN([C@@H](C)CO)C(=O)c2cc(NS(=O)(=O)c3cn(C)cn3)ccc2O1	-0.6
O=C(N[C@@H]1CC[C@@H](CCn2cc(Cc3ccccc3)nn2)O[C@@H]1CO)c1ccccn1	-0.7
C[C@@H]1CN([C@H](C)CO)C(=O)c2cccc(NS(=O)(=O)c3cn(C)cn3)c2O[C@@H]1CN(C)Cc1ccc(Cl)c(Cl)c1	0.5
